# High-throughput results: PubChem, several laboratories
# PMI act: increases human mannose-6-phosphate isomerase activity | activation factor at 20 µM | P34949 | AID 1214 | 190,000 tested, 0.005% active | purified human PMI, coupled resazurin fluorescence, 20 min; stronger effect = higher value; 1 = vehicle control, 0 substrate-free wells;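 active = activation factor of 2 or more at 20 µM, relative to plate controls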
# TR-FRET SRC-2 ct: flags TR-FRET format artefacts in PPARgamma SRC-2 recruitment agonist screen; AID 1049; 200,000 tested, 0.4% active; TR-FRET artefact counter-screen; stronger effect = higher value; TR-FRET ratio at 8 µM; in the data active = TR-FRET ratio above about 2000; also: inactives centre near 1500
# Diaphorase act: activates diaphorase or chemically reduces, flagging diaphorase assay artifacts | activation factor at 20 µM | 190,000 tested, 0.005% active | Diaphorase/resazurin coupled assay, resorufin fluorescence, 16 min; stronger effect = higher value; 1 = vehicle wells, 0 = NADH-free wells;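 active = diaphorase activity raised at least twofold by the compound at 20 µM; inactive = activation factor below 2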
#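 Material: purified diaphorase enzyme from Clostridium kluyveri / Medium: HEPES pH 7.4 buffer with MgCl2 and Tween 20 / Schedule: enzyme reaction of 16 min at room temperature / Measured by: resorufin fluorescence, excitation 544 nm, emission 590 nm / Evaluation: rise in resorufin formation, marking diaphorase activation or chemical reduction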
# PPARg SRC-1 ag: PPARgamma-driven SRC-1 recruitment agonism; P37231; PPARgamma-SRC-1 coactivator recruitment biochemical assay; activation, % at 8 µM; 200,000 tested, 0.41% active; AID 631; in the data active = activation above about 19%;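 also: 0% = DMSO and 100% = reference agonist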
# Target sequence (P37231 whole entry, looked up): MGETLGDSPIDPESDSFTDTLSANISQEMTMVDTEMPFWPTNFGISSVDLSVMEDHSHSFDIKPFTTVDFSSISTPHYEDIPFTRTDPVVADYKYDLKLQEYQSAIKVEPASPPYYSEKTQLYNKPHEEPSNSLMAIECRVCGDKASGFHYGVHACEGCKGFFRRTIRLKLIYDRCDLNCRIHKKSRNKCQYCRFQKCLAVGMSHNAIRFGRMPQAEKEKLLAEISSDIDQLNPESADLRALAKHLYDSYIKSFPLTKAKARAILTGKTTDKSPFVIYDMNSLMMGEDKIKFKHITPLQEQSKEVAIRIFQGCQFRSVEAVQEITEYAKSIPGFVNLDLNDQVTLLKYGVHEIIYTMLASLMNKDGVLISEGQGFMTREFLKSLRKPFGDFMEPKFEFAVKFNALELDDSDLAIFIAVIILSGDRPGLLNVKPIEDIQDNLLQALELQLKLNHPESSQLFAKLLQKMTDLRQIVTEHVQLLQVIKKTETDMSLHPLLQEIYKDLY
# PPARg SRC2 recr: promotes SRC-2 coactivator recruitment by human PPARgamma; 200,000 tested, 0.34% active; P37231; activation, % at 8 µM; PPARgamma LBD-SRC-2 recruitment, biochemical; in the data active = activation above about 22%;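 also: 0% = vehicle and 100% = reference agonist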
# PPARg SRC-3 ag: promotes SRC-3 coactivator recruitment by human PPARgamma; P37231; biochemical PPARgamma/SRC-3 coactivator recruitment assay; activation, % at 8 µM; 200,000 tested, 0.26% active; AID 731; in the data active = activation above about 23%;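 also: 0% = DMSO and 100% = reference agonist; some compounds past the cut are filed as inactive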
# PMI act hi M6P: increases human PMI activity with near-saturating mannose 6-phosphate. AID 1216. activation factor at 20 µM. coupled PMI enzyme assay, resazurin fluorescence, 20 min; stronger effect = higher value; 1 = untreated enzyme, 0 = substrate-free blank. P34949. 190,000 tested, 0.34% active;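 active = activation factor of 2 or more at 20 µM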
#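 Test system: Human PMI in coupled enzyme assay | Input: 15 ng/mL PMI | Medium: HEPES-buffered pH 7.4 with magnesium and detergent | Compound: One concentration, 20 µM, in 1% DMSO | Incubation: Enzyme reaction with compound 20 min at room temperature | Detection: Diaphorase-driven resazurin-to-resorufin fluorescence, excitation 544, emission 590 nm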
# G6PDH counter: counter-screen for G6PDH assay hits: L. mesenteroides G6PDH inhibition; Purified L. mesenteroides G6PDH, diaphorase/resazurin coupled fluorescence, 45 min; inhibition, % at 5 µM; 200,000 tested, 0.12% active; AID 1020; in the data active = inhibition above about 50%
# ROMK mod: modulates human ROMK potassium channel activity | Tet-inducible ROMK, thallium flux fluorescence; actives lie on both sides | B-score at 10 µM | 130,000 tested, 2% active | AID 1918;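 active = signal ratio slope over the read window, or its plate-corrected B-score, at least 3 SD from the plate mean, either direction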;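 also: B-score of the F/F0 ratio slope over 7 to 12 s after thallium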
# S1P3 antag: S1P3 (human) receptor antagonism; inhibition, % at 4.98 µM; CHO S1P3 NFAT-BLA reporter, FRET fluorescence, antagonist mode; Q99500; 170,000 tested, 0.27% active; AID 485;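 active = inhibition above the plate cutoff, the mean inhibition of test wells on that plate plus 3 SD, cut at about 28% in these data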;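 also: cells challenged with S1P at its EC80 of 0.8 µM; blue over green emission ratio from cleaved BLA substrate after 4 h stimulation; 0% = S1P-stimulated wells and 100% = unstimulated DMSO-only wells; some compounds past the cut are filed as inactive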
# Target sequence (Q99500 whole entry, looked up): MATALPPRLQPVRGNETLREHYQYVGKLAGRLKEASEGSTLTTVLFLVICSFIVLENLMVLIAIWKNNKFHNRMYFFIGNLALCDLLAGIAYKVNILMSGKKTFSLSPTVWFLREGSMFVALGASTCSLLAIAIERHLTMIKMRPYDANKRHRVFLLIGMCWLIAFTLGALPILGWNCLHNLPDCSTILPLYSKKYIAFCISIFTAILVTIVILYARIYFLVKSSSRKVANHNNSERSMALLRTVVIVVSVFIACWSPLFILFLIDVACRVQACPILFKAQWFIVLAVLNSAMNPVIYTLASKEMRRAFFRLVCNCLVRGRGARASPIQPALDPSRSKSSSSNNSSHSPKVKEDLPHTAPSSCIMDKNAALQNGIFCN
# Diaphorase inh: inhibits diaphorase or chemically oxidizes, flagging diaphorase assay artifacts. diaphorase resazurin-to-resorufin fluorescence, NADH, 16 min; bacterial (C. kluyveri) enzyme, not human. 190,000 tested, 0.69% active. AID 1217. inhibition, % at 20 µM;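 active = primary screen inhibition at 20 µM above a set limit, cut at about 50% in these data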;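 also: plate controls were DMSO with full reaction for no effect and wells lacking NADH for full effect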
#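 controls = No-NADH positive control and DMSO neutral control | system = Clostridium kluyveri diaphorase enzyme | timing = reaction incubation of 16 min at room temperature | signal = resorufin fluorescence 544/590 nm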
# * hit, by the source's call; x = not tested or not shown.
SMILES,PMI act,TR-FRET SRC-2 ct,Diaphorase act,PPARg SRC-1 ag,PPARg SRC2 recr,PPARg SRC-3 ag,PMI act hi M6P,G6PDH counter,ROMK mod,S1P3 antag,Diaphorase inh
CCN(CC)S(=O)(=O)c1cccc(NC(=O)C2SC(=Nc3ccc(C)cc3C)C(C(=O)NCC3CCCO3)=C2N)c1 (stereo not given),1.2,1358,0.8,-2,1,-5,1.4,-1,1.4,x,24
CCc1nc2c(cnn2-c2ccc(Cl)cc2)c(=O)n1-c1ccc(OC)cc1,1,1519,0.9,-2,-1,-4,1,2,x,18,8
COc1ccc(CCNC(=O)CSc2ccc(-c3ccncc3)nn2)cc1,1,1484,1,-4,2,2,1,4,0.17,-13,1
COC(=O)c1c(C(=O)OC)c(-c2ccc(C(C)(C)C)cc2)n2c1CS(=O)C2 (stereo not given),1,1591,1,4,-3,-3,1,2,0.0036,-10,-1
CC(C)COC(=O)c1ccc(NC(=O)C2C3C=CC(C3)C2C(=O)O)cc1 (stereo not given),1,1456,0.9,5,11,3,0.9,2,x,-37,14
CC(C)c1cc(NC(=O)CCl)on1,1,1760,0.9,0,8,0,1,0,0.81,0,8
NC(=O)C(c1ccc(Cl)cc1)c1ccc(Sc2ccccc2)nn1 (stereo not given),1,1333,1,0,1,7,1,8,1.1,x,2
Cc1ccc(-n2nnc(-c3cc4ccccc4nc3Cl)n2)cc1,1.3,1426,1,0,-4,-2,1.2,9,x,-20,0
O=C(NCc1ccccn1)C1CN(S(=O)(=O)c2ccccc2)CCN1S(=O)(=O)c1ccccc1 (stereo not given),1,1654,1,7,10,10,0.8,17,1.9,-4,-3
CCN(CC)S(=O)(=O)c1ccc(NC(=O)COC(=O)c2cnc(C)cn2)cc1,1.1,1739,1,6,3,-1,1,7,1.3,-8,5
COc1ccc(Cl)cc1NC(=O)CSc1nnc(CN2CCOCC2)n1-c1ccc(Cl)cc1,1,1392,0.9,-6,-2,4,1.1,4,1,x,6
CC(=O)NCCNC(=O)[C@H](Cc1ccccc1)NC(=O)c1cccs1,1,1430,1,-5,1,-9,1.1,9,2.4*,x,-1
CCOC(=O)C1=C(O)/C(=C/c2ccc(OCC(=O)O)c(OC)c2)SC1=Nc1ccc(OC)cc1,1.1,1613,0.9,7,1,10,1.1,-3,x,9,10
CCOc1ccc(N(CC(=O)NN=C2CCCC2)S(C)(=O)=O)cc1,0.9,1650,1,1,-4,-4,0.9,4,0.41,-7,3
COc1ccccc1C(=O)C(O)c1ccccc1OC (stereo not given),0.9,1591,0.9,1,1,7,0.9,-2,x,x,8
COc1ccc(OCc2nc(N)nc(Nc3ccccc3)n2)cc1,0.8,1527,0.8,1,6,1,0.8,-16,x,x,17
COC(=O)c1ccccc1NC(=O)c1cccc(NC(=O)c2ccc(Br)o2)c1C,0.9,1532,0.9,2,4,10,1,11,-1.2,-12,8
CCCCc1ccc(NC(=S)NCCc2ccc(S(N)(=O)=O)cc2)cc1,0.9,1516,0.9,6,0,0,1,11,-0.29,2,10
O=C1Oc2ccccc2C(=O)/C1=C/N1CCN(c2ccccc2F)CC1,0.8,1614,0.9,-5,-6,1,0.9,11,-0.29,-6,14
COc1ccc(CCNc2oc(COc3ccccc3F)nc2C#N)cc1,0.9,1385,0.9,8,3,-5,1,-21,0.76,-1,11
CC1(C)Cc2ccccc2-c2nnc(SCC(=O)Nc3ccc4c(c3)OCO4)n21,1,1451,1.1,2,-4,-9,1,20,x,-2,-5
O=C(NNc1nc2c(F)cccc2s1)C1COc2ccccc2O1 (stereo not given),0.9,1425,1.1,-1,1,2,1,5,-0.23,-13,-11
COc1cc2[nH]c(=S)n(Cc3ccco3)c(=O)c2cc1OC,1,1602,0.9,-2,9,-5,1,2,0.25,x,5
NC(=O)CSCc1c(Cl)cccc1Cl,0.9,1461,0.9,-1,6,-4,0.9,-5,x,-30,14
O=C(O)c1cccc(-c2ccc(/C=N/Nc3nn[nH]n3)o2)c1,1.1,1454,0.6,11,-5,-7,1,-2,0.03,-14,37
Cn1c(CCN2CCCCC2)nc2cc(NC(=O)Nc3ccccc3)ccc21,0.9,1565,0.8,0,10,-10,0.9,6,x,-25,19
CC1Oc2ccccc2N(CC(=O)NCc2ccc3c(c2)OCO3)C1=O (stereo not given),x,1700,x,1,0,0,x,14,0.0054,-3,x
COc1ccccc1N1CCN(CC(=O)Nc2c(C)n[nH]c2C)CC1,x,1415,x,-2,-2,0,x,x,x,-24,x
O=C(NCc1ccccc1)c1c(O)c2cccc3c2n(c1=O)CCC3,1.1,1496,1.1,7,7,8,1.2,6,0.54,-19,-5
Cn1c(CN2CCN(c3ccc(Cl)cc3)CC2)nc2ccccc21,0.9,1539,0.8,0,8,22,0.9,14,x,-30,21
Nc1nc(-c2ccc(F)cc2)cs1,1,1590,0.9,-2,5,2,1,8,0.28,-12,6
O=C(NCc1cccnc1)C(=O)NCC(c1ccco1)N1CCN(c2ccccc2)CC1 (stereo not given),0.9,1664,0.9,8,-1,0,1,16,-0.6,-6,6
CCSc1nnc(-c2cccnc2)n1Cc1ccco1,0.9,1460,1,-4,5,-5,1.1,-1,x,x,1
Cc1cc(/C=C2\SC(=S)N(Cc3ccco3)C2=O)c(C)n1-c1ccccc1,1.2,1452,0.9,0,2,0,0.8,0,x,12,12
Nn1c(SCc2cccc3ccccc23)nnc1-c1ccco1,1,1425,0.9,-6,-1,-3,0.9,1,x,-2,8
COc1cc(Cl)ccc1S(=O)(=O)n1nc(C)cc1C,1,1350,1,-1,2,-7,1.2,8,x,4,-1
Cc1[nH]c2ccccc2c1C(=O)C(=O)NCCOc1ccccc1,1,1907,0.9,3,24*,2,1,4,x,17,11
O=[N+]([O-])c1cc(Cl)ccc1NCCNc1ncc(C(F)(F)F)cc1Cl,0.8,1851,0.8,9,11,12,0.8,-12,x,x,21
CCOc1nc(C)ccc1-c1noc(-c2ccccc2OC)n1,1,1469,0.9,3,4,0,0.9,-6,0.29,x,14
CC(C)NC(=O)[C@H](CSCc1ccccc1)N1Cc2ccccc2C1=O,0.9,1452,1,-2,-6,-4,1,17,-0.13,-4,4
O=C(c1ccco1)N(Cc1ccco1)c1ccc(O)cc1,1,1523,0.9,2,2,-3,1,9,x,-18,13
N#Cc1ccc(Oc2ccc(NC(=O)C3CC=CCC3C(=O)O)cc2)cc1 (stereo not given),1,1437,1,0,3,2,1.1,7,0.59,8,3
Cc1ccc(O)c(NC(=O)/C=C/C(=O)O)c1,1,1448,0.9,-5,-1,-6,0.9,4,0.59,-21,11
CCOC(=O)/C(=N/Nc1ccc(Cl)cc1)S(=O)(=O)c1ccc(Cl)cc1,0.9,1506,0.9,2,3,4,0.9,7,x,x,12
Cc1cccc(-c2nnc3n2N=C(c2ccc(Br)cc2)CS3)c1,0.8,x,0.8,x,x,x,0.9,5,-0.23,x,21
CC(=O)Nc1ccc(N2CCOCC2)c(C(=O)Nc2cccc(C)c2)c1,1,1461,1.1,-2,-5,-5,1,-1,x,21,-8
O=C(CN1CCN(c2ccccn2)CC1)Nc1ccc2ccccc2c1,0.9,1584,0.8,10,0,11,0.9,4,-0.57,2,15
CC(C)NC(=O)c1ccc2c(=O)n(CC3CCCO3)c(=S)[nH]c2c1 (stereo not given),1.1,1412,1,-6,-4,3,1,11,1.7,-9,2
Cc1[nH]n(-c2ccccc2)c(=O)c1C=NC1CCCCCC1,0.9,1590,0.8,-3,-5,0,0.9,2,-0.63,6,21
NC1=NC(c2cn(-c3ccccc3)nc2-c2cccs2)n2c(nc3ccccc32)N1 (stereo not given),0.9,1382,1.1,-1,-2,2,1,11,x,-6,-12
# Next records:
SMILES,PMI act,TR-FRET SRC-2 ct,Diaphorase act,PPARg SRC-1 ag,PPARg SRC2 recr,PPARg SRC-3 ag,PMI act hi M6P,G6PDH counter,ROMK mod,S1P3 antag,Diaphorase inh
O=C(Nc1cccc(Cl)c1)OCc1cncs1,0.9,1652,0.9,5,5,10,0.9,0,x,x,15
CC(C)CC(=O)Nc1ncnc2c1C(=O)CC(C)(C)C2,1,1590,1,0,3,-7,1.2,17,0.98,x,3
O=C1c2ccccc2C(=O)C12OC(c1ccccc1)C1(C(=O)c3ccccc3C1=O)C2c1cccc([N+](=O)[O-])c1 (stereo not given),0.8,1441,0.8,-1,3,-6,0.6,8,0.7,x,23
O=C1N2CCSC2=NC1(Nc1ccccn1)C(F)(F)F (stereo not given),1.2,1444,1,2,3,4,1.2,8,x,0,-2

# Entries from the list above that contain a furan ring, fused or not (8):
SMILES,PMI act,TR-FRET SRC-2 ct,Diaphorase act,PPARg SRC-1 ag,PPARg SRC2 recr,PPARg SRC-3 ag,PMI act hi M6P,G6PDH counter,ROMK mod,S1P3 antag,Diaphorase inh
COC(=O)c1ccccc1NC(=O)c1cccc(NC(=O)c2ccc(Br)o2)c1C,0.9,1532,0.9,2,4,10,1,11,-1.2,-12,8
COc1cc2[nH]c(=S)n(Cc3ccco3)c(=O)c2cc1OC,1,1602,0.9,-2,9,-5,1,2,0.25,x,5
O=C(O)c1cccc(-c2ccc(/C=N/Nc3nn[nH]n3)o2)c1,1.1,1454,0.6,11,-5,-7,1,-2,0.03,-14,37
O=C(NCc1cccnc1)C(=O)NCC(c1ccco1)N1CCN(c2ccccc2)CC1 (stereo not given),0.9,1664,0.9,8,-1,0,1,16,-0.6,-6,6
CCSc1nnc(-c2cccnc2)n1Cc1ccco1,0.9,1460,1,-4,5,-5,1.1,-1,x,x,1
Cc1cc(/C=C2\SC(=S)N(Cc3ccco3)C2=O)c(C)n1-c1ccccc1,1.2,1452,0.9,0,2,0,0.8,0,x,12,12
Nn1c(SCc2cccc3ccccc23)nnc1-c1ccco1,1,1425,0.9,-6,-1,-3,0.9,1,x,-2,8
O=C(c1ccco1)N(Cc1ccco1)c1ccc(O)cc1,1,1523,0.9,2,2,-3,1,9,x,-18,13
